High-throughput results as filed in PubChem.
aDG glyco up – increases alpha dystroglycan glycosylation; AID 624168; activation, % at 10 µM; 0.22% of 360,000 active; Pro5-aDG cells, alpha-DG glycosylation AlphaScreen (IIH6); 0% Pro5, 100% B10-LARGE cell signal;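 active means activation of at least 8% versus controls, or a plate z-score of at least 8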;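 further: Pro5 are CHO cells carrying HIG-tagged alpha-DG that lacks glycosylation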
ABCB6 inh 2 – blocks the human ABCB6 transporter. 0.19% of 360,000 active. fluorescence ratio to DMSO, % at 10 µM. K562-ABCB6 porphyrin accumulation, flow cytometry, 1 h; active compounds read low;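 active means fluorescence ratio to DMSO below 75%, the collection mean minus 3 SD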;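 further: signal is porphyrin accumulated inside mitochondria; 100% equals median channel fluorescence of DMSO control wells; lower ratio means ABCB6 inhibition with less porphyrin fluorescence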
MC4R antag cAMP – blocks human MC4R cAMP signaling | 0.48% of 360,000 active | inhibition, % at 6.5 µM | P32245 | MC4R-expressing cells, MTII-stimulated cAMP, LANCE TR-FRET | AID 540295;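 active means inhibition above its plate's cutoff, the mean of tested wells on that plate plus 3 SD, cut at about 29% in these data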;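 further: 0% = Melanotan II alone and 100% = Melanotan II plus saturating MCL0020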
Target sequence (P32245 whole entry, looked up): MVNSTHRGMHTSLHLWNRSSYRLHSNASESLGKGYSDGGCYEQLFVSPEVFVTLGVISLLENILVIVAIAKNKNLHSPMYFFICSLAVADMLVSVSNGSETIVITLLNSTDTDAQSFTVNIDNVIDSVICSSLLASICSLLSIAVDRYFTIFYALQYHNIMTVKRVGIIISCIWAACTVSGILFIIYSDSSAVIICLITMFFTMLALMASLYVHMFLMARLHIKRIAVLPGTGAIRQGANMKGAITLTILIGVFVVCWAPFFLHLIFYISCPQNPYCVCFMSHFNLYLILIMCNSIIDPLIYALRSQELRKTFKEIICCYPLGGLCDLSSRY
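Material: U2OS-MC4R stable cell line | Reagent: Melanotan II challenge after compound preincubation | Doses: One concentration, 6.5 µM nominal | Incubation: 30-min compound preincubation, 1-h Melanotan II challenge, 1-h detection, room temperature | Signal: TR-FRET cAMP assay | Replicates: One well per compound, no replicates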
CaV13 ICDI inh – Disruptors of the CACNA1D IQ motif to Ca2+-dependent inactivation inhibitor domain association, primary screening, Förster resonance energy transfer in intact living …. inhibition, % at 12.3 µM. AID 743397. 0.098% of 340,000 active. HEK cells, CFP/YFP FRET ICDI-IQ, plate reader, 10 min; percent FRET-ratio fall versus neutral wells;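 active means mean replicate inhibition of at least 30% and at least 1% of replicates passing that level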;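 further: 0% = median of the neutral control wells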
MC4R ag barr – activates human MC4R beta-arrestin recruitment; P32245; U2OS MC4R beta-arrestin complementation, luminescence; percent of melanotan II response, DMSO zero; activation, % at 8.9 µM; 0.98% of 360,000 active;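 active means activation above a per-plate cutoff, the mean activation of sample wells on that plate plus 3 SD, cut at about 8% in these data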
Glyco luc inh – N-linked glycosylation inhibition; D54 ERlucT glycosylation luciferase reporter, 24 h; percent of 100 nM tunicamycin response; reporter increase, % at 12.5 µM; 0.23% of 360,000 active;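 active means mean luciferase reporter signal, scaled so untreated is 0 and the glycosylation-blocking control 100, at or above a set limit in every replicate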;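 further: luciferase carries N-glycosylation sites so blocking glycosylation raises the light; 0% = median of neutral control wells and 100% = median of 100 nM tunicamycin wells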
PDI inh – PDI (human) enzyme inhibition; P07237; PDI insulin aggregation turbidity, A650, 90 min; inhibition, % at 10 µM; 0.052% of 350,000 active; AID 588391;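 active means mean inhibition across replicates of 30% or more, whatever share of single replicates reach that level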;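 further: absorbance from insulin aggregation driven by PDI reduction with DTT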
m5-HT2A agonist – activates the mouse 5-HT2A serotonin receptor. P35363. CHO-K1 mHTR2A beta-arrestin complementation, luminescence; percent of 30 µM serotonin response. activation, % at 7.6 µM. 0.66% of 360,000 active. AID 624169;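 active means activation above a run cutoff, the mean activation of all tested compounds plus 3 SD, cut at about 14% in these data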;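 further: 0% = plate median of compound wells and 100% = 30 µM serotonin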
Target sequence (P35363 whole entry, looked up): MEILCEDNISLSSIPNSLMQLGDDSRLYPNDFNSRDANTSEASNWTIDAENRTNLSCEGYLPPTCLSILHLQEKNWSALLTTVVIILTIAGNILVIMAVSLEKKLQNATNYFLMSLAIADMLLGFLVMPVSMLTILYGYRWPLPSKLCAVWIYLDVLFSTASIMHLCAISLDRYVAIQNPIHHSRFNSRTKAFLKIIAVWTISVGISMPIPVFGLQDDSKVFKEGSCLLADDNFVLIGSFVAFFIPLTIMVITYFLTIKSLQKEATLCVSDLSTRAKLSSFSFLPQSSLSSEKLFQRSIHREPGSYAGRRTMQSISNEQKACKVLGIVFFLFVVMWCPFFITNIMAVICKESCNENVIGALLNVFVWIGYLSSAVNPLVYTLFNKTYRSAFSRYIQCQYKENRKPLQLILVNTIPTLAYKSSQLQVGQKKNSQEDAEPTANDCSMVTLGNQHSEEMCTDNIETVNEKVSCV
H9c2 protect – myocardial damage modulation in H9c2 cells; protection from H2O2 cell death, % at 20 µM; AID 588492; 0.63% of 360,000 active; H9c2 cardiomyocytes, H2O2 injury protection, ATPLite, 2 h;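 active means compounds giving at least 50% protection of heart cells from peroxide-induced death in the single-dose screen, raw or plate-pattern-corrected value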;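 further: 0% = DMSO wells with peroxide and 100% = DMSO wells without peroxide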
Vif inh – HIV Vif inhibition | HEK293T cells, Vif self-association by quenched fluorescence, imaging, 24 h | inhibition, % at 7.49 µM | 0.35% of 340,000 active | AID 602346; in the data active means inhibition above about 50%, passing the limit was not always enough; further: some results filed as inactive read as strong as hits
* hit, by the source's call; / = not tested or not shown. An unsorted share of the library; any-hit rate near 3.6%.

SMILES | aDG glyco up | ABCB6 inh 2 | MC4R antag cAMP | CaV13 ICDI inh | MC4R ag barr | Glyco luc inh | PDI inh | m5-HT2A agonist | H9c2 protect | Vif inh
CC(C)CC[C@@H](O)[C@](C)(O)C1CC[C@@]2(O)C3=CC(=O)[C@@H]4C[C@@H](O)[C@@H](O)C[C@]4(C)C3CC[C@]12C (stereo partly specified) | 0.1 | 102.0 | 18.1 | -9.3 | -2.1 | 0.3 | -2.8 | -8.2 | -1.5 | -2.6
O=C(Cc1csc(NC(=O)c2ccccc2)n1)NO | -0.2 | 98.0 | 1.8 | -4.9 | -2.5 | 12.2 | 3.3 | 8.0 | 0.5 | -4.3
CCOC(=O)CSC1=C(C#N)C(c2ccccc2OC)CC(=O)N1 (stereo unspecified) | -0.1 | 99.0 | 7.8 | -5.8 | -0.8 | 16.1 | 0.2 | 12.9 | 6.2 | -2.3
O=C(Nc1cc2c(cc1Br)OCCO2)c1cccs1 | 0.4 | 97.0 | -3.2 | -5.7 | 0.1 | 1.9 | 5.3 | 1.1 | -14.4 | 9.3
N#C/C(=C\Nc1ccccc1SC(F)(F)F)c1nc(-c2ccc(Cl)cc2)cs1 | 0.3 | 108.0 | 2.2 | -1.4 | -0.6 | -4.0 | 1.4 | -2.0 | -6.5 | -0.5
CCCCCCc1cc2cc(C(=O)Nc3ccccc3OC)c(=O)oc2cc1O | 0.1 | 94.0 | 7.4 | -7.9 | -2.5 | -2.9 | -10.0 | 0.4 | -25.2 | 2.3
COc1ccc(NC(=O)C2CC2)cc1S(=O)(=O)N1CCOCC1 | -0.2 | 97.0 | 9.9 | -5.6 | -0.9 | 0.5 | -4.7 | 9.1 | 7.5 | 4.0
CC(NC(=O)[C@H](C)NC(=O)N1CCn2c1nc1ccccc12)c1ccccc1 (stereo partly specified) | 0.1 | 101.0 | 6.7 | -7.0 | -1.7 | 1.1 | 4.4 | -1.7 | 0.3 | -1.5
COc1cc(Cl)c(NS(=O)(=O)c2c(C(=O)N3CCCC3)c(C)n(C)c2C)c(OC)c1 | -0.1 | 98.0 | -1.8 | -4.7 | -0.9 | 1.6 | -3.4 | -4.6 | 2.2 | -6.1
Cc1ccc(S(=O)(=O)NNC(=O)c2ccoc2C)cc1 | 0.6 | 98.0 | 9.8 | -15.0 | -3.4 | -0.8 | 2.6 | 5.8 | -0.9 | -7.6
COc1ccc2[nH]c(=S)cc(C)c2c1 | 0.3 | 96.0 | 8.6 | -4.3 | -1.7 | 1.0 | 9.6 | 1.3 | 5.9 | -4.5
Cc1cccc2c(N)c3c(nc12)CCCC3 (tested in a mixture with another compound) | 0.4 | 88.0 | -9.1 | 0.7 | -2.2 | 10.5 | -3.5 | -4.8 | -3.7 | -0.3
CC(C)(C)c1ccc(C(=O)NNC(=O)c2ccncc2)cc1 | -0.1 | 98.0 | 1.2 | -20.1 | -1.2 | 2.0 | -8.9 | -3.8 | 9.9 | -13.8
N#C/C(=C/c1ccc(N2CCCCCC2)o1)c1ccc(F)cc1 | -0.6 | 118.0 | 18.1 | / | -2.5 | 15.2 | -0.2 | 0.8 | -21.8 | 24.6
COCC(C)n1c(SCc2nc(N)nc(Nc3ccccc3C)n2)nc2ccccc2c1=O (stereo unspecified) | 0.7 | 94.0 | 17.5 | -3.9 | 2.4 | 2.5 | 4.1 | 5.0 | 17.7 | -5.4
CCNc1nc(NCC)n2c(SCC(=O)Nc3ccc(OC)c(OC)c3)nnc2n1 | 0.1 | 96.0 | 0.8 | -15.7 | -0.6 | 0.9 | 2.9 | 4.0 | 0.8 | 2.4
CCN(CC)c1ncc(C)c(=O)[nH]1 | 0.0 | 99.0 | -5.8 | -4.0 | 2.1 | 1.2 | -4.9 | -0.3 | -0.5 | -5.5
CC(C)CNC(=S)NC(=O)c1ccc(F)cc1 | 0.0 | 97.0 | 11.3 | -5.6 | -1.3 | 0.6 | 1.3 | 1.1 | -2.0 | -1.8
CCOc1ccc(-c2cc(C(=O)N/N=C(\C)c3cccnc3)c3ccccc3n2)cc1 | 2.1 | 94.0 | -15.0 | -7.2 | -5.5 | -4.7 | -7.0 | 2.1 | -11.2 | -1.0
CCC1=C2CC[C@H]3C(=O)N(C)C(=O)[C@H]3[C@H]2[C@@]2(Cc3ccccc3)C(=NCC(=O)OC)OC(=O)N2C1=O | -0.2 | 104.0 | -2.8 | -8.7 | 0.2 | 3.4 | -2.8 | -5.0 | -1.6 | -5.4
CCOC(=O)C1CCN(Cc2cccc(Oc3ccc(Cl)cc3)c2)CC1 | 0.0 | 106.0 | 1.9 | 0.4 | 1.4 | -2.9 | -1.6 | 20.2* | -8.0 | -0.3
O=C(C(c1ccccc1)c1ccccc1)N1CCN(CC(O)COc2ccccc2)CC1 (stereo unspecified) | 0.3 | 101.0 | 13.3 | -4.0 | -0.3 | -1.0 | 1.1 | -4.6 | 1.0 | -2.6
CCOc1ccccc1CN1CCNC(=O)C1CC(=O)NCCc1ccccn1 (stereo unspecified) | 0.1 | 99.0 | -2.6 | -3.4 | -1.2 | -1.0 | 5.9 | 0.1 | 5.3 | -8.2
Cc1nc2c(OCc3ccc(C(F)(F)F)cc3)cccn2c1N(C)CC1CC1 | 3.1 | 101.0 | 16.6 | -2.5 | -3.4 | -2.2 | 0.8 | -13.1 | -8.7 | -2.3
CCN(c1ccccc1)S(=O)(=O)c1ccc(Cl)c(NC(=O)Nc2ccc(Cl)cc2C#N)c1 | 0.4 | 93.0 | 7.7 | -2.1 | 3.1 | -12.0 | 1.4 | -5.5 | -11.9 | -13.4
COc1ccc(-c2c(C)oc3ccc(C)cc23)cc1 | 0.2 | 102.0 | -5.7 | -5.6 | 0.3 | -1.9 | 1.0 | -2.4 | -7.7 | -5.6
CC(C)=CCc1c(O)cc2oc3c(CC=C(C)C)c(O)c(O)c(CC=C(C)C)c3c(=O)c2c1O | -0.1 | 90.0 | 7.6 | / | 2.1 | -15.7 | / | 7.1 | -15.0 | -61.2
COc1ccc(C2CC(c3cccs3)=NN2C(=O)CSc2nc(=O)n3ccc(C)cc3n2)cc1 (stereo unspecified) | -0.1 | 98.0 | -6.2 | -6.2 | -2.8 | -0.3 | -9.5 | 4.1 | 3.1 | /
CC(=O)Oc1ccc(Cn2c(C)c(C(=O)NCc3ccc4c(c3)OCCO4)sc2=O)cc1 | -0.2 | 100.0 | 2.0 | -6.3 | -0.5 | -1.6 | 7.1 | 1.6 | 8.6 | -0.3
O=C(NCCC1=CCCCC1)c1c(O)nc2sccn2c1=O | -0.2 | 93.0 | 3.0 | -6.3 | -0.8 | 1.2 | 6.6 | 3.1 | -1.1 | 14.1
O=C(NC(=S)N1CCc2ccccc21)c1ccccc1 | -0.5 | 106.0 | 1.8 | -4.7 | -2.5 | 2.0 | -5.4 | 3.2 | -10.1 | 3.3
O=C(NCc1ccco1)C1CCCN(c2ncnc3c2nc2n3CCCCC2)C1 (stereo unspecified) | 1.9 | 99.0 | 0.5 | -16.1 | -1.3 | 4.0 | 4.0 | -0.8 | 6.0 | -3.8
COc1ccc(Cc2nnc(NC(=O)c3cc(OC)c(OC)c(OC)c3)s2)cc1 | 0.1 | 97.0 | -4.4 | -21.5 | -0.9 | 2.4 | 1.1 | -2.4 | -10.7 | 0.0
CC(=O)Nc1ccc(C(C)=NNC(=O)C2CCCC2)cc1 | -0.2 | 96.0 | 7.3 | -5.0 | -0.8 | -0.3 | -1.9 | 6.4 | 6.2 | /
CCOc1ccc(NC(=O)Nc2ccon2)cc1 | 0.1 | 100.0 | -3.4 | -6.4 | -1.4 | 5.5 | -1.7 | -8.4 | -5.6 | 20.7
NC(=O)CN1CCN(S(=O)(=O)c2ccc(Cl)cc2)CC1 | -0.4 | 94.0 | 4.2 | -6.3 | -0.9 | 0.6 | -12.9 | 0.5 | 3.3 | -4.7
O=C(Cn1ncc2c1-c1ccccc1OC2)Nc1ccc(Cl)cn1 | 0.2 | 103.0 | 19.3 | -5.8 | -1.0 | -1.5 | / | -6.9 | -4.4 | -7.2
CC(NC(=O)Nc1nccs1)(C(F)(F)F)C(F)(F)F | -0.1 | 97.0 | 12.5 | / | 1.0 | 1.8 | 0.2 | 1.4 | -0.2 | 0.1
Cc1ccc(CNC(=O)c2ccc(CNc3c(N4CCCC4)c(=O)c3=O)cc2)cc1 | 0.2 | 100.0 | -2.5 | -5.9 | -1.3 | 0.8 | -0.9 | 0.3 | 0.7 | 4.7
O=C(c1cccc(C(F)(F)F)c1)N1CCC(=O)N(C(CO)Cc2ccccc2)CC1 (stereo unspecified) | 0.2 | 103.0 | 5.3 | -4.9 | -1.3 | 1.0 | -1.3 | -3.2 | 11.7 | -4.9
CC1CCC/C(=N/NC(=O)c2ccccc2-n2cccc2)C1 (stereo unspecified) | -0.1 | 100.0 | 8.6 | -2.3 | -2.4 | 0.6 | 17.6 | 0.9 | 2.6 | -2.0
O=C(Nc1ccc(N2CCOCC2)cc1)c1ccc2c(c1)OCO2 | 0.1 | 103.0 | 2.3 | -2.9 | 0.3 | 1.9 | 2.3 | -3.0 | -5.9 | -2.1
COc1ccc(CC2C(=O)OC(C)(C)OC2=O)cc1 | -0.2 | 103.0 | 0.8 | -1.9 | 1.9 | -0.1 | -5.1 | 9.9 | -5.6 | 4.5
N=C1C(=O)OCC1c1cc(Cl)ccc1NC(=O)Nc1ccccc1 (stereo unspecified) | 0.0 | 91.0 | 14.1 | -5.5 | -0.2 | -1.1 | -3.8 | -3.2 | 2.6 | -11.4
CCOc1cc(CNC(=O)CCCn2c(=O)c3cccn3c3cccnc32)cc(OCC)c1OCC | -0.5 | 95.0 | -1.5 | -3.2 | -3.3 | 0.4 | -0.1 | -0.2 | 19.5 | -0.4
O=C(Nc1cccc(Cl)c1)OCCOc1ccccc1 | 0.1 | 100.0 | -2.2 | -2.1 | -1.6 | -0.5 | 2.7 | -6.8 | -14.2 | -1.6
CCOC(=O)N1CCC(N2C(=O)c3ccccc3C2Nc2ccc3c(C)cc(=O)oc3c2)CC1 (stereo unspecified) | -0.1 | 101.0 | 14.4 | -2.5 | -1.6 | -0.1 | / | 4.9 | 31.5 | 7.2
Cn1nnnc1SCC(=O)NC1CCCC1 | -0.1 | 96.0 | 15.6 | -4.9 | 0.8 | 1.9 | -0.1 | 1.4 | -3.5 | 4.2
CN(C)CCNC(=O)C1CCN(S(=O)(=O)c2ccc3ccccc3c2)CC1 | 0.0 | 97.0 | 1.4 | -6.5 | -1.7 | -2.5 | 0.3 | 8.2 | -2.6 | -0.9

m5-HT2A agonist: entries above that show a hit
Molecule	aDG glyco up	ABCB6 inh 2	MC4R antag cAMP	CaV13 ICDI inh	MC4R ag barr	Glyco luc inh	PDI inh	m5-HT2A agonist	Vif inh
CCOC(=O)C1CCN(Cc2cccc(Oc3ccc(Cl)cc3)c2)CC1	0.0	106.0	1.9	0.4	1.4	-2.9	-1.6	20.2*	-0.3
